Compound activity as filed in PubChem.
PI5P4Ka inh – inhibitors of human PI5P4K alpha; P48426; PI5P4Kalpha enzyme, ADP-Glo luminescence, 60 min; active compounds read low; max response, %; actives 1.2% (n = 330,000); AID 652105; active means max response of -50% or lower; inconclusive means between -30% and -50%; inactive means -30% or higher; further: value at the top dose of about 77 µM; on the % scale 0 is the no-effect control and ±100 the full control effect
Target sequence (P48426 whole entry, looked up): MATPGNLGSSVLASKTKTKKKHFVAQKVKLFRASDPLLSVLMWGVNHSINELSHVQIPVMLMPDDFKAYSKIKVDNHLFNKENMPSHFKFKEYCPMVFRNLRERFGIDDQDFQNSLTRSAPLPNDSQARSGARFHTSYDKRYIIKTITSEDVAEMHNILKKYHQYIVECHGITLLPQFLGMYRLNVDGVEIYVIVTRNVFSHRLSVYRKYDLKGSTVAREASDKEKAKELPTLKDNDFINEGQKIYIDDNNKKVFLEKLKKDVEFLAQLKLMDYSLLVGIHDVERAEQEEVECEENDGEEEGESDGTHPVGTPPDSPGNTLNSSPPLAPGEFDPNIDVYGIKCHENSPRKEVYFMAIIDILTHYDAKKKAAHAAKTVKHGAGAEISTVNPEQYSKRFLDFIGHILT
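PI5P4Kalpha ADP-Glo assay; 5 microM ATP final; 60 min RT reaction; HEPES pH 7.4/EGTA/CHAPS, 5% DMSO; controls lacking substrate or enzyme; luminescent end-point.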
CCT chaperon mod – changes cytosolic chaperonin activity | purified chaperonin ATPase assay, HTRF ADP detection, 30 min | activity change, % (no concentration beside the values), hits read low | actives 0.3% (n = 360,000) | AID 651819; in the data active means activity change below about -30%; further: on the % scale 0 is the no-effect control and ±100 the full control effect
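Nucleotide hydrolysis assay: TRiC at 20–40 nM final (set by batch activity) with 10 uM ATP, 30 min at 37 °C, in presence of 76 uM compound. Detection by competitive ADP HTRF, 30 min ambient.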
EPAC1 antagonist – blocks human EPAC1 exchange factor; O95398; actives 0.14% (n = 360,000); EPAC1 GEF assay, Rap1b-BODIPY-GDP exchange fluorescence; Potency, µM (top dose mostly 115 µM), for the others: top-dose activity change, negative = inhibition, most hits filed as inhibitors;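 further: potency means the concentration at half of the fitted maximal effect; plate controls were vehicle for no effect and positive control for full effect; nearly all actives have a fitted effect of over 50% in size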
WRN helicase inh – blocks human WRN helicase | Q14191 | WRN helicase unwinding, fluorescent forked duplex, kinetic | Potency, µM (titrated, usually from 114 µM), inactives show at the top dose activity change, negative = inhibition, actives largely listed as inhibitors | actives 0.46% (n = 360,000) | AID 651768; further: potency means the concentration at half of the fitted maximal effect; on the % scale 0 is the no-effect control and ±100 the full control effect; nearly all actives have a fitted effect of over 55% in size
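Primary qHTS, 1536-well format. 20 nM WRN + compound, 15 min RT; start with 100 nM forked fluorophore/quencher duplex, 2 mM ATP (final); kinetic read ex 525/em 598 nm.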
EPAC2 ag – agonists of human EPAC2 (RAPGEF4). Q8WZA2. AID 720711. actives 0.079% (n = 360,000). Potency, µM (highest dose often 154 µM), for inactives: top-dose activation, usual class: activators. EPAC2 activation, biochemical qHTS; response scale: 100% = 6.5 mM cAMP response; further: potency means the concentration at half of the fitted maximal effect; nearly all actives have a fitted effect of over 50% in size
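Fluorescence exchange assay: 100 nM EPAC2 with 250 nM RAP1B-BODIPY-GDP and 50 uM GDP; compounds tested as a concentration-titration series (qHTS). Loss of Rap1-bound BODIPY-GDP fluorescence read at 480/540 nm; data normalized to 6.5 mM cAMP.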
IL2 activator – activates IL-2 in a cell-based reporter assay | IL-2 activation reporter assay, cell-based qHTS; stimulated with anti-CD3/CD4/CD28 beads; in transgenic mouse T cells | activation, % (series mostly up to about 46 µM) | actives 0.065% (n = 360,000); in the data active means activation above about 50%; inconclusive means mostly about 30% to 49%; further: 0% is about no effect
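Unstimulated transgenic mouse T cells, 750 per well, received compound and, after 60 minutes, anti-CD3/anti-CD4 bead plus anti-CD28 stimulation. EGFP and DsRed were quantified after 18 hours.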
EPAC1 ag – agonists of human EPAC1; actives 0.073% (n = 360,000); AID 720707; Potency, µM (doses to about 154 µM), for inactives: at the top dose activation, hits mostly activators; EPAC1 agonist qHTS, biochemical assay; response scale: 100% = response to 6.5 mM cAMP; O95398; further: potency means the concentration at half of the fitted maximal effect; nearly all actives have a fitted effect of over 60% in size
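Multi-concentration qHTS readout: loss of Rap1B-bound BODIPY-GDP fluorescence driven by 100 nM EPAC1 with excess GDP (50 uM), monitored kinetically at room temperature; agonist response expressed relative to 6.5 mM cAMP.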
PLK1 PBD inh – blocks phosphopeptide binding to human PLK1 polo-box domain; P53350; actives 2.8% (n = 360,000); AID 720504; Plk1 PBD binding of FITC phosphopeptide, fluorescence polarization; Potency, µM, for the others: max response, negative = inhibition, hits mostly inhibitors; further: potency means the concentration at half of the fitted maximal effect; series mostly up to about 57 µM; on the % scale 0 is the no-effect control and ±100 the full control effect; nearly all actives have a fitted effect of over 65% in size
Target sequence (P53350 whole entry, looked up, the tested form may be a part): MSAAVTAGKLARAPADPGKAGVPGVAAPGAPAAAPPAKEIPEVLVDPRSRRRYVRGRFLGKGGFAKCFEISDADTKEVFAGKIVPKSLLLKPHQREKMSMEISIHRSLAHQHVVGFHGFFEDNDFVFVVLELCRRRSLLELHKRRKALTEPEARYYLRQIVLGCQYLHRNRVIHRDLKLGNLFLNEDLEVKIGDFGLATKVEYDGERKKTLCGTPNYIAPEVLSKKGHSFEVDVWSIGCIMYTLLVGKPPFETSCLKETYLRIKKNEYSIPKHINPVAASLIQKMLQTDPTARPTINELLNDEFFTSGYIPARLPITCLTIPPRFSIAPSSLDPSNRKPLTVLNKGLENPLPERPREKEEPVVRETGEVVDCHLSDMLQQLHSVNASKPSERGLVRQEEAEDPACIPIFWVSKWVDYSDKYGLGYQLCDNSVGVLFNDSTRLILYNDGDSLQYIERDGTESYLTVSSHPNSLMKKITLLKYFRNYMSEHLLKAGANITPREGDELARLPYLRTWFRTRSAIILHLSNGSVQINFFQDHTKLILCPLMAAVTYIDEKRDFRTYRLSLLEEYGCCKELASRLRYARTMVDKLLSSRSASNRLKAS
An asterisk follows results filed as active; ? = inconclusive; nt = no result given; [ ] = dose if it differs, or a comment. Unless noted, the call rests on the fitted dose curve; in most records, active means well fitted curve in the direction sought with a large enough effect; inconclusive means small, poorly fitted or top-dose-only effect, or another doubt; inactive means no such curve, though single readings can be large; an effect the other way counts as inactive or inconclusive. This is a subset (hit frequency here may not be typical).

Sample of the layout:
SMILES	PI5P4Ka inh	CCT chaperon mod	EPAC1 antagonist	WRN helicase inh	EPAC2 ag	IL2 activator	EPAC1 ag	PLK1 PBD inh
Cc1cc(C)n2nc(SCC(=O)NC3CCCCC3)nc2n1	1	-0.5	-5%	-1%	5%	-0.5	-5%	?
Cn1c(=O)c([N+](=O)[O-])c(NCC(O)c2ccccc2)c2ccccc21 (centres undefined)	3	1.0	9%	-6%	12%	-1.9	-8%	-13%
CC(OC(=O)COc1ccc(Nc2ccccc2)cc1)C(=O)N(C)c1ccccc1 (centres undefined)	1	1.4	-27%	-14%	8%	-1.1	-39%	-19%
O=C(/C=C/c1ccc(Cl)cc1Cl)c1ccc[nH]1	3	1.5	-21%	4%	3%	-3.6	-7%	1%
Cc1nnc(SCC(=O)N2CCCc3ccccc32)[nH]c1=O	0	-2.5	0%	-8%	4%	-3.4	6%	-16%

The listing, from the start:
SMILES	PI5P4Ka inh	CCT chaperon mod	EPAC1 antagonist	WRN helicase inh	EPAC2 ag	IL2 activator	EPAC1 ag	PLK1 PBD inh
Cc1cc(C)n2nc(SCC(=O)NC3CCCCC3)nc2n1	1	-0.5	-5%	-1%	5%	-0.5	-5%	?
Cn1c(=O)c([N+](=O)[O-])c(NCC(O)c2ccccc2)c2ccccc21 (centres undefined)	3	1.0	9%	-6%	12%	-1.9	-8%	-13%
CC(OC(=O)COc1ccc(Nc2ccccc2)cc1)C(=O)N(C)c1ccccc1 (centres undefined)	1	1.4	-27%	-14%	8%	-1.1	-39%	-19%
O=C(/C=C/c1ccc(Cl)cc1Cl)c1ccc[nH]1	3	1.5	-21%	4%	3%	-3.6	-7%	1%
Cc1nnc(SCC(=O)N2CCCc3ccccc32)[nH]c1=O	0	-2.5	0%	-8%	4%	-3.4	6%	-16%
CN(C)c1cc(-c2ccc(Br)cc2)oc(=O)c1Cl	8	-1.7	-1%	-8%	-1%	-5.5	6%	1%
O=[N+]([O-])c1ccc(Cl)c2c1C1C=CCC1C(c1ccccn1)N2 (centres undefined)	-16	-2.5	?	?	9%	4.8	1%	-23%
CCOC(=O)Cn1nc(/C=C/c2ccc(C)cc2)ccc1=O	-5	-2.3	-13%	-28%	-2%	-3.9	3%	-8%
COc1ccc(/C=C/C(=O)Nc2ccccc2)cc1S(=O)(=O)N1CCOCC1	-2	-2.6	1%	1%	7%	-0.5	-4%	-4%
CCCc1nn(C)c(C(=O)Nc2ccc(Cl)cc2)c1Cl	21	-1.6	-14%	2%	9%	-2.8	3%	-5%
O=C(Nc1ccc(Br)cn1)c1cccc(S(=O)(=O)N2CCCC2)c1	-6	-1.3	-12%	-8%	14%	0.5	8%	-13%
Cc1nc2ccc(NC(=O)c3nn(CC(C)C)c(=O)c4ccccc34)cc2s1	9	-2.3	16%	-17%[57.1 µM]	9%	-0.3	18%	15%
CCC1(C)Cc2c(sc3nnn(CC(=O)Nc4ccccc4)c(=O)c23)CO1 (centres undefined)	nt	-3.6	-4%	-7%	15%	-1.1	15%	?
COc1ccc(CNC(=O)N2CCc3ccccc3C2)cc1Cl	1	0.1	-20%	0%	18%	-0.4	9%	-8%
O=C(NCC(c1ccco1)N1CCc2ccccc21)C(=O)Nc1ccccc1 (centres undefined)	6	-1.2	-11%	-7%	16%	0.1	11%	2%
Cc1ccc(-n2c(O)c(C=NC3CCS(=O)(=O)C3)c3ccccc3c2=O)cc1C (centres undefined)	nt	-0.3	-10%	-12%	12%	-1.6	2%	-8%
CC(C)CCN1C(=O)CCC1(C)C(=O)NC1CCCCCC1 (centres undefined)	nt	-0.3	11%	6%	2%	-1.5	2%	-3%
Cc1nc2nc(NCc3cccs3)nn2c(C)c1Cl	nt	-0.4	5%	3%	6%	3.2	4%	3%
CC1C(=O)N(Cc2cn(CCC3OCCO3)nn2)CCS(=O)(=O)N1Cc1ccc(-c2ccc(F)cc2)cc1 (centres undefined)	-26	1.5	6%	-9%	5%	-3.7	14%	5.3µM*
Cc1ccc(Sc2ccc(NC(=O)CCl)cc2)cc1C	11	0.2	-4%	-14%	16%	-0.9	4%	-4%
CCn1c(SCC(=O)O)nc2ccccc21	-8	-1.4	6%	1%	6%	2.0	6%	-4%
COc1ccc(NC(=O)CSc2nnc(C3CC3)n2N)cc1	nt	-0.8	13%	15%	9%	2.5	3%	0%
Cc1cc2nc(-c3ccc4c(c3)CCC4)ccn2n1	8	1.2	-3%	-9%[57.1 µM]	0%	-1.5	-7%	4%
Cn1c(=O)[nH]c(=O)c2c1nc(SCC(=O)O)n2CCOc1ccccc1	-1	-0.1	0%	-6%	5%	1.2	12%	-17%
Cc1ccc2ccc(C(Nc3ccccn3)c3ccccc3)c(O)c2n1 (centres undefined)	-14	-2.0	-3%	-4%	20%	-0.1	12%	?
COc1ccccc1C=C1SC(=S)NC1=O	-72*	0.9	?	-23%	6%	0.0	-7%	27µM*
O=C(COc1ccc(Cl)cc1Cl)NC(=S)Nc1ccc(CN2CCOCC2)cc1	-1	-1.6	-17%	-25%	7%	-0.9	9%	-8%
CC(NCC(=O)Nc1ccccc1C(=O)NC1CC1)c1cccs1 (centres undefined)	-1	-1.1	-7%	16%	6%	-0.1	1%	-5%
Nc1nnc(SCC(=O)OCC(=O)NC2CCCCC2)s1	-3	-8.4	-12%	-12%	5%	-2.2	6%	-14%
COc1ccccc1CNC(=O)COC(=O)c1ccccc1SCC(=O)N1CCCC1	-2	-1.3	9%	-9%	7%	-0.3	6%	-2%
O=S(=O)(c1ccc(F)c2ccccc12)N1CCCCC1	-2	-4.6	-10%	0%	?	0.3	12%	-6%
CCCc1nnc(NC(=O)c2cc(OC)cc(OC)c2)s1	nt	-1.9	6%	4%	6%	-1.2	-3%	2%
COc1ccc(CCNC(=O)CC(=O)N/N=C\c2ccc(OCC(N)=O)cc2)cc1OC	-9	-3.3	-2%	2%	7%	-0.4	7%	-10%
CC1CCCCN1S(=O)(=O)CCNC(=O)c1ccccc1 (centres undefined)	5	-2.4	-4%	-2%	9%	-0.4	8%	-19%
CCn1c(SCC(=O)NC(C)C)nnc1-c1cccs1	-4	-1.6	5%	-2%	5%	0.2	5%	-11%
Cc1n[nH]c(=O)nc1NCc1ccc(Cl)cc1	-5	0.2	-4%	-5%	0%	-0.2	1%	?
Cc1ccc(C)c(Cn2c(=O)n(CCC(=O)NCc3ccco3)c(=O)c3sccc32)c1	nt	-5.5	4%	-7%	-15%	-0.7	-10%	0%
CC(=O)c1ccc(NC(=O)CN2C(=O)COc3ccc(S(=O)(=O)N4CCCC4)cc32)cc1	7	-0.2	-23%	-1%	6%	-1.2	11%	-2%
COc1cc(NC(=O)CN2CCN(Cc3ccc4c(c3)OCO4)CC2)cc(OC)c1	-13	2.6	-10%	?	4%	0.3	2%	-5%
Cc1ccc(S(=O)(=O)NCCc2nnc3ccc(NCCCOC(C)C)nn23)cc1	0	-5.9	-4%	11%	17%	2.9	5%	-9%
O=C(Nc1ccc(Oc2cccnc2)cc1)c1ccccc1Cl	0	-2.0	-1%	-5%	11%	-2.1	6%	-14%
CC(C)(C)c1ccc(NC(=O)C(=O)C2C(=O)Nc3ccccc32)cc1 (centres undefined)	0	-0.9	-9%	-6%	-8%	-1.6	4%	-8%
CCOc1ccc(OCC(=O)OCn2c(SC)nnc(C)c2=O)cc1	-4	-1.4	0%	-26%	8%	0.5	5%	-7%
O=C(COc1ccc(F)cc1)N(Cc1cccc(Br)c1)C1CCS(=O)(=O)C1 (centres undefined)	-23	-0.4	-3%	-8%	-1%	-3.5	-9%	24µM*
CCCCNC(=O)CS(=O)Cc1nc(-c2cccc(C)c2)oc1C (centres undefined)	-4	-1.4	-5%	6%	18%	-0.3	-7%	-16%
CCC1Oc2ccc(C)cc2N(CC(=O)N2CCOCC2)C1=O (centres undefined)	-1	-1.6	19%	5%	6%	-0.2	9%	-4%
Cc1cccc(NC(=O)CSCC(=O)N2CCN(Cc3ccc4c(c3)OCO4)CC2)c1	6	-0.6	1%	-15%	6%	2.7	-4%	-4%
O=C1CC(NS(=O)(=O)c2ccc([N+](=O)[O-])cc2)CN1c1ccc(Cl)cc1 (centres undefined)	4	-1.7	-4%	-11%	5%	-1.4	8%	-9%
Cc1ccc2c(CC(=O)OC3CCOC3=O)coc2c1 (centres undefined)	nt	-2.8	0%	-6%	-1%	-4.1	11%	-8%
CCCCN(Cc1ccccc1)C(=O)C1CCC(=O)N(CCc2ccccn2)C1 (centres undefined)	5	0.2	7%	-1%	3%	-2.7	-2%	0%
CCN(c1ccccc1)S(=O)(=O)c1ccc(Cl)c(C(=O)O)c1	0	-0.7	-16%	-6%[57.1 µM]	4%	-2.4	6%	3%
O=C(C1CC1)N1N=C(c2ccccc2)CC1(O)C(F)(F)C(F)(F)F (centres undefined)	9	-1.5	-5%	9%	-5%	-1.9	-11%	-12%
Cc1ccc2c(c1)N(C(=O)CCC(=O)NCc1cccc(F)c1)CCO2	-4	0.9	1%	4%	2%	-2.5	0%	-5%
CCN(CC)CCN1C(=O)C(=O)/C(=C(/O)c2c(C)[nH]c(C(=O)OC)c2C)C1c1ccccc1 (centres undefined)	2	1.0	-21%	-6%	5%	0.1	-3%	-8%
Cc1cc(C(=O)NCc2ccccc2)no1	nt	-0.7	17%	-2%	-2%	0.0	2%	0%
CCOC(=O)C1CCN(C2CC(=O)N(c3ccc(OCC)cc3)C2=O)CC1 (centres undefined)	3	-0.5	11%	2%	-2%	-1.1	8%	2%
O=C(O)c1ccccc1-c1ccccc1C(=O)NCc1cccc(C(F)(F)F)c1	-21	-0.5	10%	-8%	3%	-1.3	6%	-29%
CC1CCN(CCCNC(=O)c2cc3c(=O)n(C)c4ccccc4c3n2C)CC1	3	-1.5	-12%	-1%	11%	-2.1	13%	-1%
COC(=O)C1C2C=CC3(CN(Cc4ccco4)C(=O)C13)O2 (centres undefined)	nt	1.7	3%	1%	0%	0.1	-7%	-2%
Cc1noc(C)c1S(=O)(=O)Nc1ccc2c(c1)C(=O)N([C@H](C)CO)C[C@H](C)[C@H](CN(C)C(=O)NC(C)C)OCCCC[C@@H](C)O2	-4	0.0	6%	4%	-6%	-0.6	-10%	-5%
Cc1ccc(N=CC2=C(O)CC(c3ccc(Cl)cc3)CC2=O)cc1 (centres undefined)	3	-1.4	-17%	-4%	-5%	1.5	-14%	-10%
